From PubChem
TNF necrop inh: inhibitors of TNF-alpha induced necroptosis in Jurkat FADD-/- cells | activation (protection from cell death), % at 10 µM | AID 463075 | Jurkat FADD-/- TNF necroptosis rescue, ATP luminescence, 24 h; 0 = TNF only, 100 = no-TNF cells | 220,000 tested, 0.068% active;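 active = activation, meaning protection from cell death, of at least 50% relative to plate controls; inactive = activation below 50%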;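 note: necroptosis triggered by 40 ng/mL TNF-alpha added together with compound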
Runt-SMMHC FRET: Runt domain-CBFb-SMMHC interaction inhibition; Q01196+Q13951; Cerulean-Runt/Venus-CBFb-SMMHC FRET ratio 530/480, 1 h; inhibition, % at 20 µM; 220,000 tested, 0.74% active;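 active = mean inhibition across duplicate retests at 20 µM reaching about 50%, limit read from the data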;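 note: 0% = DMSO wells and 100% = wells with excess untagged CBFb-SMMHC; inhibitors lower the FRET ratio by blocking Runt binding to CBFb-SMMHC; some results filed as inactive read as strong as hits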
Hck-Nef inh: inhibitors of human Hck kinase activated by Nef; P08631; Recombinant Hck-YEEI plus Nef, Z-Lyte FRET kinase assay; inhibition, % at 20 µM; 220,000 tested, 0.68% active; AID 463187;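 active = Hck-Nef kinase inhibition above about 50%, limit read from the data; inactive = inhibition below that limit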;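 note: 0% = DMSO with Hck plus Nef and 100% = Hck alone without Nef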
Target sequence (P08631 whole entry, looked up): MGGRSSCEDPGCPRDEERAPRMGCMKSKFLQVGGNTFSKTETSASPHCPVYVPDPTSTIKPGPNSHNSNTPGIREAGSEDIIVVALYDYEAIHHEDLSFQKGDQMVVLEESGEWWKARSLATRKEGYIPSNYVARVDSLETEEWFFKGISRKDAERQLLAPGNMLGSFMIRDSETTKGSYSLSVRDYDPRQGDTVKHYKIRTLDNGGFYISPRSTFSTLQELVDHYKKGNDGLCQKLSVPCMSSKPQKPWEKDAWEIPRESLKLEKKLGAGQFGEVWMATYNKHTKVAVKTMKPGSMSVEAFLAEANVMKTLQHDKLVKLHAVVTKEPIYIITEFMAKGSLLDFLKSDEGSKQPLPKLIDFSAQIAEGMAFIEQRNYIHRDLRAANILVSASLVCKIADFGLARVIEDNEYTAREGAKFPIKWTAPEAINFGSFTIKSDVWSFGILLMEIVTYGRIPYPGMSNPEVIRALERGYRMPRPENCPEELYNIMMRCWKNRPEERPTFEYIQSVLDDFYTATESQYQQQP
RBBP9 inhibitor: human RBBP9 hydrolase inhibition | O75884 | recombinant RBBP9, FP-Rh probe fluorescence polarization | inhibition, % at 7.94 µM | 220,000 tested, 0.2% active;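 active = inhibition above the campaign mean of all tested compounds plus 3 SD, cut at about 14% in these data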;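 note: plate controls were DMSO wells with RBBP9 for no effect and wells lacking RBBP9 protein for full effect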
Target sequence (O75884 whole entry, looked up): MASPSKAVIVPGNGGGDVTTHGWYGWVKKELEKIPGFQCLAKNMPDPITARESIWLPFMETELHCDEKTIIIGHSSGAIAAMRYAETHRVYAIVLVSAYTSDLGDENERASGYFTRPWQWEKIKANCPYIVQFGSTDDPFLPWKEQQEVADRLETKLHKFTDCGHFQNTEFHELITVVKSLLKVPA
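System: RBBP9 protein | Quantity: 2.5 µM RBBP9 dispensing solution, before mixing | Reagent: FP-Rh probe, 375 nM dispensing solution | Timing: Enzyme-compound preincubation 30 min, then probe labeling 45 min, 25 °C | Measured by: Fluorescence polarization | Read-out: % inhibition | Replication: One well per compound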
PGE2 EP2 inh: inhibitors of human EP2 prostaglandin E2 receptor | inhibition, % at 25 µM | P43116 | 260,000 tested, 0.52% active | C6 glioma cells expressing human EP2, cAMP TR-FRET; cells stimulated with saturating PGE2;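 active = percent inhibition above 40 after rounding to a whole number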;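 note: rat C6 glioma host cells with rolipram phosphodiesterase inhibitor present; the protocol text gives 20 µM as final concentration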
EP2 modulator: modulates human prostaglandin E2 receptor EP2 signaling; EP2-expressing cells, cAMP HTRF FRET, PGE2 co-stimulation; induction, % at 25 µM; 260,000 tested, 0.83% active; AID 940;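 active = compounds whose cAMP rise, as percent of the full-agonist control response, exceeds 60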;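 note: rat C6 glioma line stably carrying human EP2 under a CMV promoter; the protocol text gives 20 µM as final concentration; 100% = response of wells given 1 µM PGE2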
zVAD death inh: blocks zVAD induced death of L929 cells; 220,000 tested, 0.38% active; L929 zVAD necroptosis rescue, ATP luminescence, 24 h; with zVAD 60 µM; viability rescue, % at 10 µM; AID 1377;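 active = activation, scaled between plate controls, above about 75%, limit read from the data; inactive = activation under that limit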;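 note: 0% = zVAD with DMSO and 100% = DMSO alone without zVAD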
Runt-CBFb FRET: Runt domain-CBFb interaction inhibition | 220,000 tested, 0.46% active | AID 1496 | Cerulean-Runt/Venus-CBFb FRET ratio 530/480, 1 h | inhibition, % at 20 µM | Q01196+Q13951;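 active = inhibition over about 50% at 20 µM in the single-dose screen, limit read from the data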;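 note: 0% = DMSO wells and 100% = excess unlabeled CBFb competitor control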
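Assay system: Cerulean-Runt domain fusion protein, energy donor; Signal: fluorescence energy transfer, 422 nm excitation, 530/480 nm emission; Timing: 1 h compound exposure, room temperature; Control set: unlabeled CBFb; Medium: Tris buffer pH 7.5 with salts and BSA; Compound: single test concentration of 20 µM, 1% DMSO final; Probe or stimulus: Venus-CBFb 100 nM.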
PERK inh: human PERK inhibition, primary cell-based screen; Q9NZJ5; CHO PERK-DD fusion, SEAP luminescence translation reporter; inhibition, % at 5.6 µM; 220,000 tested, 0.17% active;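 active = inhibition above the mean inhibition of all tested compounds plus 3 SD, set separately per screening campaign, cut at about 2.9% in these data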;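 note: PERK kinase domain activated by AP20187 dimerizer at 100 nM; 0% = DMSO with dimerizer and 100% = rapamycin at 8.4 µM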
* hit, by the source's call; . = no result given; & = joins results of further samples.

SMILES	TNF necrop inh	Runt-SMMHC FRET	Hck-Nef inh	RBBP9 inhibitor	PGE2 EP2 inh	EP2 modulator	zVAD death inh	Runt-CBFb FRET	PERK inh
CCOC(=O)C(C(=O)OCC)C(Nc1cccc(Br)c1)c1ccccc1 (stereo not drawn)	-13	3	0	-9	5	46	1.6	2	1.3
CC(C)c1nc2oc3c(=O)[nH]cnc3c2c2c1CCC2	-0.9	1	1	-1	5	17	-0.3	0	0.5
O=C1c2cccnc2C(O)N1Cc1cccs1 (stereo not drawn)	-0.1	-6	0	-4	4	22	0.6	-2	2.3
CCOc1ccc(NC(=O)Cn2c(=O)oc3ccccc32)cc1	2.3	-2	1	1	11	2	0.3	1	-0.3
CC1(C)CC2(CCO1)OC(=O)CC2C(=O)Nc1c(Cl)cccc1Cl (stereo not drawn)	0.9	-4	3	-10	11	-6	1.3	1	0.9
O=C(Nc1ccc(F)cc1F)N1CCCN(CCOc2ccccc2)CC1	3.6	3	3	-3	1	-10	0.7	2	-1.1
C=CCN1C=C2C(=O)C(C)(OC(=O)CCC(=O)OC)C(=O)C(Br)=C2C=C1c1ccc(OC)cc1 (stereo not drawn)	1.4	3	21	.	17	10	-1.1	11	.
O=[N+]([O-])c1ccc(-c2nc(C(Cl)Cl)c3ccccc3n2)cc1	-28	-1	24	-7	12	12	23	2	-0.1
Cn1cncc1C(=O)c1ccccc1	1.5	-3	19	-10	5	13	0.2	0	2.0
COc1ccc(-c2nn(-c3ccccc3C)cc2CNCc2cccnc2)cc1F	1.9	0	14	-12	-2	-26	1.7	-1	-0.9
O=C(Cn1cc(SCc2ccc(Cl)cc2)c2ccccc21)N1CCOCC1	3.0	-2	4	-6	4	-10	0.0	-5	0.1
COc1cc(OC)cc(C(=O)NNC(=S)NC2CC2)c1	0.0	2	0	2	4	-25	0.3	0	1.2
CSc1ncccc1C(=O)OCC(=O)NCc1ccc2c(c1)OCO2	0.5	2	23	-2	6	-13	2.2	-1	1.7
Cc1ccc(NS(=O)(=O)c2ccc(Br)s2)nc1	-1.0	-1	-6	-5	2	2	0.1	6	0.3
CC(=O)C12C3C4C(C5C1C3C5(Br)C41OCCO1)C21OCCO1 (stereo not drawn)	1.1	1	-6	-5	4	-12	0.4	2	-0.2

Compound profiles, from the list above. Screens in order: TNF necrop inh	Runt-SMMHC FRET	Hck-Nef inh	RBBP9 inhibitor	PGE2 EP2 inh	EP2 modulator	zVAD death inh	Runt-CBFb FRET	PERK inh
Listed for CC1(C)CC2(CCO1)OC(=O)CC2C(=O)Nc1c(Cl)cccc1Cl (stereo not drawn) : 0.9	-4	3	-10	11	-6	1.3	1	0.9
Listed for CCOc1ccc(NC(=O)Cn2c(=O)oc3ccccc32)cc1 : 2.3	-2	1	1	11	2	0.3	1	-0.3

(more compounds)
SMILES	TNF necrop inh	Runt-SMMHC FRET	Hck-Nef inh	RBBP9 inhibitor	PGE2 EP2 inh	EP2 modulator	zVAD death inh	Runt-CBFb FRET	PERK inh
COC(=O)c1cn(-c2ccccc2)c(C)c1C(=O)OC	-1.5	2	1	-11	14	-12	0.1	0	0.1
Cc1c(C(=O)N2CCOCC2)sc2nc(-c3ccccc3)cn12	-0.7	1	2	-6	.	4	0.4	2	0.7
Cc1nc(/C(N)=N/OC(=O)c2c(-c3ccccc3Cl)noc2C)cs1	-2.5	2	41	6	3	-3	-0.5	2	0.9
Cc1cccc(C)c1NC(=O)c1sc(Cl)nc1C	-0.4	0	2	-2	10	29	0.0	0	2.1
Cc1ccc2c(n1)CC(C)(C)CC2=O	-0.9	0	2	-5	9	-1	0.1	.	0.0
CC(=O)c1ccc(OCCCC(=O)NC2CCCc3ccccc32)cc1 (stereo not drawn)	0.8	0	2	-8	7	-5	1.9	1	-0.8
COc1cc(OC)cc(C(=O)Nc2nnc(-c3cccnc3)o2)c1	0.0	3	8	-10	7	-3	-0.4	2	1.3
COC(=O)CN1C(=O)C(O)(CC(=O)c2ccc(Cl)cc2)c2ccccc21 (stereo not drawn)	0.7	3	-5	-9	17	9	0.6	2	1.4
CCN(CC)CCCn1c(=S)[nH]c2cc(C(=O)OC)ccc2c1=O	-2.1	29	3	-5	6	10	-0.3	16	-0.2
CC(C)(C)OC(=O)NC(=NCCCc1cn(CC(=O)N2CCN(C(=O)OC(C)(C)C)CC2)nn1)NC(=O)OC(C)(C)C	0.7	-2	-12	0	5	1	0.6	-3	0.8
COc1ccccc1CNCC(O)(c1ccc(Cl)cc1)c1ccc(Cl)cc1	8.0	0	0	-7	4	39	0.6	1	0.9
Cc1cc(CNC(=O)CC2C(=O)NCCN2Cc2ccccc2C(F)(F)F)nn1C (stereo not drawn)	-0.2	.	19	-1	6	18	0.2	.	0.5
CCOC(=O)C(CC(=O)O)NCc1ccco1 (stereo not drawn)	-0.2	-1	23	-2	4	7	0.3	1	0.4
O=C(NCCC1=CCCCC1)c1ccc(F)cc1	1.5	0	3	-6	2	-21	0.4	-2	0.1
Cn1nc(CC(=O)Nc2ccc3c(c2)OCCO3)c2ccccc2c1=O	-15	5	-6	-9	7	-7	-1.5	-1	-0.8

The list continues:
Each structure is followed by: TNF necrop inh	Runt-SMMHC FRET	Hck-Nef inh	RBBP9 inhibitor	PGE2 EP2 inh	EP2 modulator	zVAD death inh	Runt-CBFb FRET	PERK inh
- OC(COc1ccc2c(c1)OCO2)CN1CCCCC1 (stereo not drawn)
 : -0.3	0	-12	-1	2	11	0.1	-2	0.6
- CCOC(=O)CSc1nc(C)c2cccc(C)c2n1
 : -0.6	3	12	-9	7	6	-0.4	-2	0.8
- COc1cccc(CN2CCN(c3cccc(C(F)(F)F)c3)CC2)c1OC
 : 0.4	-3	0	3	5	23	0.5	-2	1.4
- CCn1c2ccccc2c2cc(NC(=O)c3ccc(=O)oc3)ccc21
 : -5.1	-102	-36	-3	10	-20	2.0	-147	0.9
- O=C(CN(C(=O)Cn1nnc(-c2ccc(F)cc2)n1)C1CCCC1)NC1CCCC1
 : -3.1	-6	-1	-7	4&10	39&-9	-0.3	-1	1.5
- O=C(CCc1ccc(O)c(O)c1)NNC(=S)Nc1ccc(Br)cc1Cl
 : -1.8	-1	28	-8	8	-8	2.8	6	0.7
- Cc1cc(=O)oc2cc(OCC(O)CN3CCN(c4ccc(F)cc4)CC3)ccc12 (stereo not drawn)
 : 3.1	2	10	8	6	.	1.2	-3	0.3
- O=C(/C=C/c1ccc(Cl)cc1)Nc1nccs1
 : 30	-1	21	-5	8	0	77*	3	0.6
- COCCCn1c(=S)[nH]c2ccc(N3CCOCC3)cc2c1=O
 : .	-31	.	.	9	8	.	3	.
- COc1ccc(NC(=O)CN(C)S(=O)(=O)c2ccc(Cl)cc2)cc1Cl
 : -0.2	0	1	1	3	-64	0.2	.	0.1
- N/C(COc1ccc(Cl)cc1Cl)=N\O
 : 1.7	0	9	-9	4	18	0.0	-2	0.0
- Cc1nc(CCNC(=O)COc2ccccc2)cs1
 : -0.2	2	1	2	11	-37	-0.9	1	-0.1
- Cc1ccc(C)c(NC(=S)NCCc2ccc(S(N)(=O)=O)cc2)c1
 : -4.4	.	-2	3	11	.	-0.5	.	0.2
- CCOn1c(=O)c(C)[n+]([O-])c2ccccc21
 : -0.1	-2	8	-7	8	20	-0.1	0	-0.9
- O=[N+]([O-])c1cccc(/C=C/c2nc(C=Nc3ccccc3)c(O)o2)c1
 : 0.8	-9	0	-10	3	3	0.4	-10	0.1
- O=C(Cn1cccc1C(=O)c1ccccc1)NCc1cccc(Cl)c1
 : 0.5	1	22	0	4	17	1.1	0	-0.2
- Cc1cc2ncn(CS(C)(=O)=O)c2cc1C
 : -0.2	3	16	-6	4	10	12	0	0.3
- CN1C(C(=O)NCCc2cccs2)CC2Cn3c(nc4cc(Cl)c(Cl)cc43)C21 (stereo not drawn)
 : 8.3	0	27	.	4	-18	0.7	0	.
- COCCn1nnnc1C(c1ccc2ncccc2c1)N1CCN(c2ccccc2F)CC1 (stereo not drawn)
 : 1.1	-10	1	4	0	5	0.6	2	-1.2
- N/C(=N\OC(=O)c1ccc(Cl)cc1Cl)c1ccccn1
 : -0.2	1	11	-2	6	-48	-1.3	2	-0.1

Some of these compounds in order of the Hck-Nef inh value, falling.
Molecule,Hck-Nef inh
O=C(CCc1ccc(O)c(O)c1)NNC(=S)Nc1ccc(Br)cc1Cl,28
Cc1cc(=O)oc2cc(OCC(O)CN3CCN(c4ccc(F)cc4)CC3)ccc12 (stereo not drawn),10
COc1cc(OC)cc(C(=O)Nc2nnc(-c3cccnc3)o2)c1,8
COCCn1nnnc1C(c1ccc2ncccc2c1)N1CCN(c2ccccc2F)CC1 (stereo not drawn),1
CCOC(=O)C(C(=O)OCC)C(Nc1cccc(Br)c1)c1ccccc1 (stereo not drawn),0
Cc1ccc(NS(=O)(=O)c2ccc(Br)s2)nc1,-6

Later entries:
Each structure is followed by: TNF necrop inh	Runt-SMMHC FRET	Hck-Nef inh	RBBP9 inhibitor	PGE2 EP2 inh	EP2 modulator	zVAD death inh	Runt-CBFb FRET	PERK inh
- COCCNCCCCSc1ccc(Cl)cc1
 : 2.9	-7	15	-6	4	11	-0.8	1	0.2
- COc1ccc(C(=O)N(CC2CCCO2)C(C(=O)NC2CCCC2)c2ccc(C)cc2)cc1OC (stereo not drawn)
 : -3.4	-6	0	-7	7	30	-0.2	-1	-1.1
- CCN1C(=O)/C(=C2/C(=O)N3c4c(cc(OC(C)=O)cc42)C(C)=CC3(C)C)SC1=S
 : 2.7	-13	6	-2	10	-1	0.1	-5	0.5
- CCOc1ccc(CO/N=C/c2c(C)[nH]c(=O)[nH]c2=O)cc1
 : -1.0	-2	-4	-8	6	31	-0.1	.	1.0
- O=C(O)COn1c(-c2ccc(Cl)cc2)nc2ccc(Cl)cc21
 : 0.1	-2	1	8	7	12	-0.1	2	0.5
- COc1ccc(C2NC(c3ccc(OC)cc3)C(c3ccccc3)C(=O)C2c2ccccc2)cc1 (stereo not drawn)
 : 1.7	-6	0	-9	9	13	0.2	0	-0.8

This is a subset; count on the stated rates, not on these rows.
